# Compound activity deposited in PubChem by NCI.
# NCI-60 one-dose screen, 48 h, at 10 µM unless noted. Numbers give growth in % (100 = growth as untreated, 0 = no growth, -100 = all killed).
# HCT-15: HCT-15 colon cancer; 82,000 compounds, 5.2% hits
# NCI-H322M: NCI-H322M lung cancer; 80,000 compounds, 2.7% hits; AID 1794733
# HCT-116: HCT-116 colon cancer | 82,000 compounds, 7.3% hits | AID 1794798
# COLO 205: COLO 205 colon cancer; 79,000 compounds, 7.3% hits; AID 1794742
# NCI-H460: NCI-H460 lung cancer; AID 1794736; 82,000 compounds, 6.8% hits
# NCI-H23: NCI-H23 lung cancer; 80,000 compounds, 4% hits; AID 1794731
# NCI-H226: NCI-H226 lung cancer | 79,000 compounds, 3.5% hits | AID 1794732
# NCI-H522: NCI-H522 lung cancer; AID 1794739; 78,000 compounds, 8% hits
# NCI/ADR-RES: NCI/ADR-RES ovarian cells. 81,000 compounds, 4.4% hits
# The depositor's hits bear a star; . = not tested or not shown. Rule for the calls: active = growth percent below 10; inactive = the rest.
SMILES,HCT-15,NCI-H322M,HCT-116,COLO 205,NCI-H460,NCI-H23,NCI-H226,NCI-H522,NCI/ADR-RES
COc1cc(OC)c(/C=C/C(=O)c2c(OC)cc(NC(=O)CCC(=O)O)cc2OC)c(OC)c1,106.1,103.8,110.0,114.4,112.1,103.9,109.8,96.4,99.2
CCC(c1ccc(O)cc1)C(CC)c1ccc(O)cc1 (stereo not given),80.1,77.6,66.0,108.8,99.5,80.3,101.1,89.8,90.1
O=c1oc(-c2ccc(Cl)cc2Cl)nc2cc(Cl)ccc12,100.7,100.1,99.9,120.1,106.7,93.8,83.1,78.5,95.3
NC(N)=N/N=C/C=C/c1ccco1,99.5,85.3,103.1,118.8,91.8,111.0,110.9,110.1,112.5
CCCNC(=O)c1sc2ncnc(Oc3ccc(NC(=O)Nc4ccc(C)c(Cl)c4)cc3)c2c1C,93.4,.,87.6,111.7,116.2,89.4,91.3,38.0,88.1
Cc1cc(NC(=O)c2ccc(C)c(Nc3nccc(-c4cccnc4)n3)c2)cc(-n2cnc(C)c2)c1,58.6,.,-64.1*,4.2*,2.5*,67.6,-17.6*,59.3,59.1
CC/C(=C\c1cccc([N+](=O)[O-])c1)c1ccncc1,100.1,101.9,81.0,118.2,94.7,93.6,95.0,71.2,99.4
CCOC(=O)C1=C(N)N(c2ccc(Cl)cc2)C2=C(C(=O)CC(C)(C)C2)C1c1ccc(OC)cc1 (stereo not given),109.7,103.1,107.6,108.9,105.6,102.5,97.0,105.8,104.5
CCC(CC)(Cc1ccccc1)C(=O)O,106.5,97.2,96.6,110.8,110.4,103.3,95.4,85.0,106.8
COc1ccc(N(c2nc(-c3ccc(Br)cc3)cs2)C(C)C)cc1,104.1,101.1,96.2,117.5,99.5,100.7,102.0,84.9,101.7
C=C(C)[C@@H]1CC[C@]2(C(=O)N/N=C/c3cccnc3)CC[C@]3(C)[C@H](CC[C@@H]4[C@@]5(C)C/C(=C/c6cccnc6)C(=O)C(C)(C)[C@@H]5CC[C@]43C)[C@@H]12,61.7,97.9,62.1,76.1,67.1,87.5,78.3,72.2,81.2
O=C1Nc2ccc(C(=O)O)cc2/C1=N/c1nnc(Sc2ccccc2)s1,103.8,115.7,103.6,124.3,106.7,104.0,98.5,94.3,110.4
COc1ccc(/C(C)=C(\c2ccc(OCCN3CCCCCC3)cc2)c2ccc(OC(=O)c3ccccc3)cc2)cc1,12.1,80.5,19.4,12.4,10.2,52.2,75.3,68.3,60.7
O=C(NC1c2ccccc2Oc2ccccc21)OC1CCCCC1,70.3,78.4,61.6,89.6,67.9,81.9,85.4,60.9,78.0
COc1cc2c(cc1OC)C(Sc1ccc(F)cc1)c1c(nc(N)c(C#N)c1N)O2 (stereo not given),-70.7*,-74.8*,-74.2*,-45.3*,-60.7*,-83.1*,-29.4*,-37.7*,-46.4*
Clc1ccc(Nc2cccc(-c3[nH]nc4ncccc34)c2)cc1,67.0,82.1,68.0,84.0,83.7,74.0,66.2,65.4,73.0
OCC1C(O)CON(c2ccccc2)C1c1ccccc1 (stereo not given),115.1,107.3,101.0,113.6,107.8,97.2,107.7,101.7,104.6
Cc1cc2c(c(C)c1Cl)C(=O)/C(=C/c1ccccc1O)O2,77.9,95.9,92.9,112.4,77.0,75.9,92.4,77.5,94.2
O=c1c2sc3ncc(Cl)cc3c2ncn1-c1cccc(Cl)c1,92.9,56.9,71.5,102.3,15.7,85.2,95.5,80.9,.
CCOC(=O)c1cc(=O)[nH]c2ccccc12,85.5,106.1,96.4,107.7,98.0,81.8,87.7,93.0,89.7
CC([N+](=O)[O-])S(=O)(=O)c1ccccc1 (stereo not given),108.4,109.3,105.0,103.7,103.8,107.4,103.4,102.4,112.5
NC(=O)CSc1oc(-c2ccccc2)nc1S(=O)(=O)c1ccc(F)cc1,100.1,110.4,85.8,106.4,102.4,87.9,89.7,76.4,93.2
Cc1nc2c(N)nn(C)c2nc1C,98.2,99.2,101.3,109.1,104.2,98.9,117.9,106.9,111.5
COc1cc(C(=O)N(c2cccc(C(F)(F)F)c2)C(C(=O)NC2CCCCC2)c2ccc(OC)c(OC)c2OC)cc(OC)c1OC (stereo not given),101.1,98.9,88.1,92.3,96.2,104.9,87.1,82.7,100.1
O=S(=O)(Nc1ccc(O)cc1)c1ccccc1,102.6,103.4,96.8,112.9,110.5,97.4,105.3,100.3,103.6

# Only NCI-H23, NCI-H226 and NCI-H522 (five entries from above):
SMILES | NCI-H23 | NCI-H226 | NCI-H522
O=C1Nc2ccc(C(=O)O)cc2/C1=N/c1nnc(Sc2ccccc2)s1 | 104.0 | 98.5 | 94.3
COc1ccc(/C(C)=C(\c2ccc(OCCN3CCCCCC3)cc2)c2ccc(OC(=O)c3ccccc3)cc2)cc1 | 52.2 | 75.3 | 68.3
O=C(NC1c2ccccc2Oc2ccccc21)OC1CCCCC1 | 81.9 | 85.4 | 60.9
COc1cc2c(cc1OC)C(Sc1ccc(F)cc1)c1c(nc(N)c(C#N)c1N)O2 (stereo not given) | -83.1* | -29.4* | -37.7*
Clc1ccc(Nc2cccc(-c3[nH]nc4ncccc34)c2)cc1 | 74.0 | 66.2 | 65.4

# Returning to the listing, repeating the 4 entries before the break.
SMILES,HCT-15,NCI-H322M,HCT-116,COLO 205,NCI-H460,NCI-H23,NCI-H226,NCI-H522,NCI/ADR-RES
NC(=O)CSc1oc(-c2ccccc2)nc1S(=O)(=O)c1ccc(F)cc1,100.1,110.4,85.8,106.4,102.4,87.9,89.7,76.4,93.2
Cc1nc2c(N)nn(C)c2nc1C,98.2,99.2,101.3,109.1,104.2,98.9,117.9,106.9,111.5
COc1cc(C(=O)N(c2cccc(C(F)(F)F)c2)C(C(=O)NC2CCCCC2)c2ccc(OC)c(OC)c2OC)cc(OC)c1OC (stereo not given),101.1,98.9,88.1,92.3,96.2,104.9,87.1,82.7,100.1
O=S(=O)(Nc1ccc(O)cc1)c1ccccc1,102.6,103.4,96.8,112.9,110.5,97.4,105.3,100.3,103.6
CC(C)CC[n+]1cccc(C(N)=O)c1,104.2,99.4,92.4,113.0,100.6,99.8,99.6,108.0,99.8
CCCCCCCC(=O)Oc1ccc(Cl)cc1,108.0,97.2,114.1,115.9,100.7,97.3,86.1,105.6,98.2
CCN1CCC(O)(C(C(=O)OC)c2ccccc2)CC1 (stereo not given),94.6,104.7,97.6,91.0,112.2,103.4,94.3,.,106.8
Cc1cc(C)c2c(Cn3cc(Cn4c(=O)n(Cc5cn(Cc6cc(=O)oc7cc(C)cc(C)c67)nn5)c5ccccc54)nn3)cc(=O)oc2c1,100.4,82.2,100.2,98.5,104.0,98.6,.,101.8,98.2
COc1cc(Cn2c(SCC(N)=O)nc3ccccc3c2=O)cc(OC)c1OC,100.4,89.5,96.7,104.4,107.9,103.1,98.2,90.0,100.8
Cn1c(O)c(N=Nc2ccc(S(N)(=O)=O)cc2)c2cc(Cl)ccc21,97.7,102.4,92.8,100.1,89.3,99.0,91.1,76.9,102.3
COc1cc(-n2nc(C(=O)NCCCCC(=O)O)nc2-c2ccccc2)cc(OC)c1OC,97.1,102.1,105.1,103.6,111.5,96.1,98.1,61.8,94.5
O=c1/c(=C/C2=Cc3ccccc3OC2)sc2nc3ccccc3n12,98.5,93.5,97.8,109.4,102.2,.,99.2,95.8,98.9
O=C(CNC(=O)c1ccccc1)OC(C(=O)O)c1ccc(F)cc1 (stereo not given),106.9,95.8,103.0,101.4,109.4,100.9,110.1,97.4,102.9
O=c1[nH]c(NCCc2cc3cc(Cl)ccc3[nH]2)nc2sc3c(c12)CCCC3,25.5,75.8,23.9,51.7,19.4,85.0,71.3,27.5,65.8
COc1cc(CC(=O)n2ncc3ccc(N)cc32)cc(OC)c1OC,88.2,88.5,97.3,109.4,102.0,91.4,94.9,85.6,90.1
c1ccc2c(c1)nnn2-c1ccncc1,100.8,101.5,97.2,114.6,99.1,90.4,96.0,83.0,77.3
COc1ccc(C(=O)CSc2nccc(Nc3ccc(N4CCOCC4)cc3)n2)cc1,95.6,104.9,81.8,110.1,101.6,85.8,87.2,66.2,75.8
CCN1CCN(c2ccc(NC(=O)Nc3ccc(-c4cc(C(=O)NC(C)C)c5ncccc5n4)cc3)cc2C(F)(F)F)CC1,-93.5*,-66.0*,-94.0*,-78.2*,-40.5*,-86.3*,-81.2*,-86.3*,-66.9*
O=C(Nc1ccc(N2CCOCC2)cc1)c1cncnc1Nc1ccc(OCc2cccc(F)c2)c(Cl)c1,85.2,81.7,84.1,95.1,91.3,94.3,100.2,81.6,91.8
O=C(CSc1nccc(=O)[nH]1)Nc1ccc(-c2nc3ccccc3[nH]2)cc1,107.6,98.2,106.2,112.9,110.1,.,105.1,103.8,111.2
O=C(NCc1ccc(Cl)cc1Cl)Nc1cccs1,92.6,105.1,85.8,112.5,108.5,95.3,104.5,88.4,103.0
CCOC(=O)C1CCC(=O)C(CC)=C1C (stereo not given),100.2,117.9,105.6,107.2,114.3,104.7,112.0,110.9,111.4
O=C(Nc1ccc(F)cc1)Nc1ccc(NC(=O)c2cc(Cl)nc3ccccc23)cc1,98.7,59.6,56.9,53.5,18.5,69.2,52.8,61.7,99.7
C[N+](C)(C)C/C=N\N=C\C[N+](C)(C)C,99.5,88.8,98.7,101.4,107.4,93.4,113.0,78.2,98.4
Cc1cccc2c(C(=O)c3ccc4c(c3)Sc3cc(C(=O)c5ccn6c(C)cccc56)ccc3N4)ccn12,82.5,103.9,84.9,110.6,112.2,92.5,109.0,87.0,99.1
COC(=O)CC[C@@H](C)[C@H]1CC[C@@]2(C)[C@@H]3C(=O)C[C@H]4C(C)(C)[C@@H](OC(C)=O)CC[C@]4(C)[C@H]3C(=O)C[C@]12C,95.5,107.2,95.6,114.2,105.7,99.5,104.6,86.3,99.8
C1=Nc2c(c(-c3ccccc3)c(-c3ccccc3)n2C2CCCCC2)C2=NCCN12,102.3,98.1,91.5,111.8,103.3,99.6,88.3,89.3,105.1
CC(=Nc1ccc2c(c1)C(=O)c1ccc(N=C(C)N(C)C)cc1C2=O)N(C)C,99.4,104.6,103.9,99.6,107.0,105.8,95.9,115.0,106.5
CC(c1ccccc1)C(C)(C#N)c1ccccc1 (stereo not given),101.5,109.1,108.8,138.8,115.7,90.8,99.0,107.0,105.1
# Continuation:
SMILES,HCT-15,NCI-H322M,HCT-116,COLO 205,NCI-H460,NCI-H23,NCI-H226,NCI-H522,NCI/ADR-RES
COc1ccc(Cc2nnc3sc(SCc4ccccc4)nn23)cc1,96.7,101.4,98.7,114.6,108.1,92.8,86.0,83.2,96.9
COc1ccccc1NC(=O)N(O)C1(C#N)CCCCC1,98.6,112.4,104.0,102.7,98.7,104.5,89.7,107.9,105.6
O=c1[nH]c2ccccc2cc1-c1nnc(Cc2ccccc2)o1,49.0,92.3,7.5*,64.4,92.2,74.7,85.3,71.2,89.8
Oc1c(I)cc(-c2nc3ccccc3s2)cc1CN(Cc1ccccn1)Cc1ccccn1,22.0,15.9,16.1,14.3,1.6*,18.3,10.5,4.1*,-2.3*
O=C(O)c1cnnn1-c1ccc(Cl)cc1,100.9,87.8,91.2,111.3,99.1,87.8,103.8,93.0,96.3
CCC[S+](CCC)CC(=O)c1ccc(-c2ccccc2)cc1,96.6,98.3,88.4,106.9,103.2,90.6,95.7,78.2,99.1
CCOC(=O)C1=NN(c2ccccc2)C2=NC(=O)/C(=C(/C)c3cc4ccccc4o3)C(=O)N12,105.2,88.5,93.6,.,109.3,88.7,94.9,90.0,98.3
Clc1ccc2c(NCCCn3cnc4c(N5CCCCC5)nc(Cl)nc43)ccnc2c1,77.4,89.6,54.0,76.9,90.9,77.6,77.0,87.8,75.9
O=C(CCCCCCC(=O)Nc1ccc(C(=O)/C=C/c2cn(-c3ccccc3)nc2-c2ccc(Br)cc2)cc1)NO,104.3,96.3,102.0,110.8,108.0,105.0,106.6,92.5,102.6
Cc1nc2cccc(NCCCCC(=O)NO)c2c(=O)n1-c1ccccc1,71.6,66.1,27.3,62.4,76.5,69.3,83.9,43.5,75.3
Nc1nn2c(-c3cc4cc(Br)ccc4oc3=O)ccnc2c1N=Nc1ccc(C(=O)O)cc1,106.7,100.2,116.2,125.2,106.4,102.1,110.6,106.2,109.9
CCN(CC)CCCN1C(=O)c2c(c(C)c3c(oc4cc(O)ccc43)c2C)C1=O,-79.2*,92.5,-76.4*,57.4,-24.6*,103.7,35.4,82.6,-40.4*
COc1cc(C2CC(c3cc(OC)c(OC)c(OC)c3)=NN2C(C)=O)ccc1OCc1ccc(F)cc1 (stereo not given),42.5,66.1,31.5,58.5,49.0,56.7,49.8,42.1,60.6
CC(=O)CC(=O)Nc1ccc(OS(N)(=O)=O)cc1,99.4,87.7,96.0,98.4,98.5,89.4,91.4,103.9,93.8
COc1cc(C)ccc1OCC(=O)O,101.9,97.5,95.4,92.5,109.8,102.7,95.7,68.3,107.0
Cc1ccn2c3c(c(C(=O)O)c2c1)C(=O)c1ccccc1C3=O,58.8,6.6*,82.3,42.1,-22.4*,2.0*,113.6,82.5,85.2
CCN1C(=O)N(CC)C2C1NN=c1s/c(=C\c3ccc(F)cc3)c(=O)n12 (stereo not given),13.9,44.2,13.6,5.1*,5.1*,39.3,63.4,-5.2*,1.1*
Cc1nc2ccccc2c(/C=C/c2ccc(Cl)cc2)c1C(=O)/C=C/c1ccc(F)cc1,-15.4*,51.8,-70.5*,13.9,-66.9*,17.3,-8.4*,1.2*,-0.9*
Cn1cnc2c(ncn2C2CC(O)C(CO)O2)c1=N (stereo not given),101.6,130.6,100.5,114.3,109.0,.,108.7,102.9,102.4
